Arr AP2 block: inhibitors of beta-arrestin/AP2 binding, primary screen, biochemical, GPCR trafficking, flow cytometry | beta-arrestin 1 C-terminal peptide binding to AP2 beta2-adaptin appendage (human) | FITC-arrestin peptide / GST-AP2 beads; AP2 beta2 appendage carries R879A mutation | inhibition, % at 10 µM | 0.31% of 340,000 active | AID 504490, 2011;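 active = inhibition above a set limit, near 3 SD of compounds lacking own fluorescence, cut at about 54% in these data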;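 note: plate controls were DMSO wells for no effect and 5 µM unlabelled arrestin peptide for full effect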
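System: GST-AP2 R879A bound to glutathione beads, E. coli-expressed. Also added: 50 nM FITC-arrestin peptide. Schedule: compound with beads 12 min RT, then probe 1 h RT. Signal: bead flow cytometry, FITC channel. Read-out basis: percent response.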
SR-BI DiI-HDL act: activators of SR-BI mediated DiI-HDL uptake, primary screen, ldlA[mSR-BI] CHO cells, DiI fluorescence | 3 h; 100 = double the neutral-control signal | activation, % at 12.5 µM | 0.096% of 320,000 active | AID 504775, 2011;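 active = mean replicate activation of at least 60% and every replicate at or above 60%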;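 note: 0% = median plate neutral-control signal and 100% = twice that signal; values of inactives mirror those of a sister screen read the other way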
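Material – SR-BI-overexpressing, LDLR-lacking CHO cells · Medium – BSA-supplemented, HEPES-buffered Ham's F12, pH 7.4 · Doses – single concentration · Times – compound with DiI-HDL co-incubation, 3 h at 37 °C · Measured by – bottom-read fluorescence, 550/595 nm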
SUMO Mot1 rescue: yeast Mot1-301 growth rescue at high temperature, primary screen, SUMOylation pathway inhibitor project, S. cerevisiae, ATP luminescence, 38.5C | S. cerevisiae Mot1-301 growth rescue; percent above DMSO median, 100 means doubled | growth rescue, % at 18.8 µM | 1% of 320,000 active | AID 2716, 2010;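 active = every valid replicate shows activation above 250% relative to neutral control wells; inactive = the rest, any valid replicate at or below 250%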;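 note: OY570 slx delta 5 strain wells were the positive control but not used for scaling; some compounds called inactive have numbers as strong as hits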
SR-BI HDL uptake: inhibitors of SR-BI mediated HDL lipid uptake, primary screen, ldlA[mSR-BI] cells, fluorescence, single point | Scavenger receptor class B member 1 (Mus musculus), Q61009 | ldlA[mSR-BI] CHO cells, DiI-HDL uptake fluorescence, 3 h | inhibition, % at 12.5 µM | 0.96% of 320,000 active;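 active = mean replicate inhibition of at least 70% and a set share of replicates each scoring 70 or more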;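 note: 0% = median of neutral control wells and 100% = median of positive control wells; values of inactives mirror those of a sister screen read the other way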
DSG3 Ab inh: inhibitors of pemphigus antibody binding to DSG3, primary screen, biochemical, bead-based, flow cytometry, scFv-GFP; Desmoglein-3 (Homo sapiens), P32926; binding (percent of control), % at 10 µM; 0.48% of 310,000 active; DSG3-coupled beads, scFv-anti-DSG3-GFP binding; active compounds read low;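 active = binding more than 3 SD below its plate's average and above zero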;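 note: hits lower antibody fragment binding to DSG3; some compounds called inactive have numbers as strong as hits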
MITF TRPM1 HTS: activators of MITF-driven TRPM1 promoter reporter, primary screen, cell-based, SK-MEL-5, luciferase, single point; AID 588334, 2011; activation, % at 12.5 µM; 0.75% of 300,000 active; SK-MEL-5 TRPM1-promoter luciferase, 24 h; % of positive control, neutral wells = 0;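 active = mean activation of at least 80% with every replicate also reaching 80%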;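 note: 0% = neutral control wells and 100% = parthenolide positive control wells; values of inactives mirror those of a sister screen read the other way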
dFosB activator: activators of delta FosB homodimer, primary screen, biochemical, fluorescence polarization, TAMRA-CDK5 oligo, single point | purified delta FosB; percent of positive-control signal above neutral wells | 0.99% of 340,000 active | AID 493131, 2011 | activation, % at 25 µM;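 active = mean activation above about 17%, with every replicate also reaching it, limit read from the data, passing the limit was not always enough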;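 note: fluorescence polarization rise as delta FosB binds a TAMRA Cdk5 AP-1 oligo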
PKA-R2B activ: activators of PKA-R2B holoenzyme, primary screen, biochemical, fluorescence polarization, Cy5-IP20, human. cAMP-dependent protein kinase catalytic subunit beta (Homo sapiens) + cAMP-dependent …. activation, % at 11.4 µM. 0.079% of 340,000 active. PKA-R2B holoenzyme dissociation; R2B truncated from residue 108, S112A mutant; 0% DMSO only, 100% 113 µM cGMP;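 active = activation above a cutoff set at the mean over all compounds plus 3 SD, cut at about 18% in these data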;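 note: higher means more holoenzyme dissociation and a rise in polarization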
NSD2 HMT inh: NSD2 histone methyltransferase inhibitors, primary screen, biochemical, AlphaScreen, single concentration, set 2 | Histone-lysine N-methyltransferase NSD2 (Homo sapiens), O96028 | NSD2 peptide methylation, 120 min | inhibition, % at 12.5 µM | 0.54% of 310,000 active; in the data active = inhibition above about 50%
Target sequence (O96028 whole entry, looked up): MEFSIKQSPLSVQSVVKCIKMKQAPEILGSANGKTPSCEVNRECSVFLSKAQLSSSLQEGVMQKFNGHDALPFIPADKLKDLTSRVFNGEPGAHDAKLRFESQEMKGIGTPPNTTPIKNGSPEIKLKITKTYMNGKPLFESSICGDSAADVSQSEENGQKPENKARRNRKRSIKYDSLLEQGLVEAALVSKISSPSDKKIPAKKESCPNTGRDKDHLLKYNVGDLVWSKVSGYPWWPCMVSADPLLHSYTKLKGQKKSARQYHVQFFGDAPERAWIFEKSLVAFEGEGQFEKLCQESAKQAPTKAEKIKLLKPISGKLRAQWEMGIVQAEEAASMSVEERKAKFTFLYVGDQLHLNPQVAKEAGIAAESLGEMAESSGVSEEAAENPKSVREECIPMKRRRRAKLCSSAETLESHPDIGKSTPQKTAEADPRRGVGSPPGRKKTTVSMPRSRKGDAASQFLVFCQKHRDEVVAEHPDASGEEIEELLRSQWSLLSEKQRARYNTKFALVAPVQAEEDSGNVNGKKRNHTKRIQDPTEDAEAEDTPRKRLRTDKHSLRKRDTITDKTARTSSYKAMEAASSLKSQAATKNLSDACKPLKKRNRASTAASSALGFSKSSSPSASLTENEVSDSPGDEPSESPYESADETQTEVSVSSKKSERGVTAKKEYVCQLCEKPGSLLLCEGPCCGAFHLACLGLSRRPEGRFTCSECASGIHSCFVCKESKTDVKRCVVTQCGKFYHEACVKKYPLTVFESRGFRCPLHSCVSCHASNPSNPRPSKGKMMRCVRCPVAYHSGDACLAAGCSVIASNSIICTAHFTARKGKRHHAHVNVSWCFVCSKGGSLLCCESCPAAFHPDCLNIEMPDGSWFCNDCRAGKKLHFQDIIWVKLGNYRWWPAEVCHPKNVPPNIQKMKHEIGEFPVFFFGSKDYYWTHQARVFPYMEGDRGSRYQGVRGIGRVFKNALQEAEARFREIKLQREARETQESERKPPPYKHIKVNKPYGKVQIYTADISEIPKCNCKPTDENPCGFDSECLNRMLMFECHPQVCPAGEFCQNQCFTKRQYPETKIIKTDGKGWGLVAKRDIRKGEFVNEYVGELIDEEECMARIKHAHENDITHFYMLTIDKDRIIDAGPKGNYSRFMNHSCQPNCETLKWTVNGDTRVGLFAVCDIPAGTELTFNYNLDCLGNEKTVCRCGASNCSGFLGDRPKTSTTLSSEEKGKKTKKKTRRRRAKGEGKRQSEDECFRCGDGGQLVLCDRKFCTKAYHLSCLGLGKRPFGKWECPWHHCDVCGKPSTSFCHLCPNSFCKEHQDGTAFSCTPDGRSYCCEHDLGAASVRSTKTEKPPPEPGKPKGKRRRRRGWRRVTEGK
CDK5 inh: inhibitors of human CDK5/p35 kinase, primary screen, biochemical, single concentration; Cyclin-dependent kinase 5 (Homo sapiens) + Cyclin-dependent kinase 5 activator 1 (Homo …; inhibition, % at 10 µM; Recombinant CDK5/p35, ADP-Glo luminescence, 60 min; 0.01% of 330,000 active;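 active = highest replicate inhibition of at least 50% and at least 75% of replicates reaching 50%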;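 note: plate controls were DMSO neutral control for no effect and GW8510 at 10 µM for full effect; many of its hits are not listed in these tables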
PKA-R1A activ: activators of PKA-R1A holoenzyme, primary screen, biochemical, fluorescence polarization, Cy5-IP20, bovine R1A, mouse PKAc; cAMP-dependent protein kinase type I-alpha regulatory subunit (Bos taurus) + …; PKA-R1A dissociation; scaled: DMSO 0%, 113 µM cGMP 100%; activation, % at 11.4 µM; 0.083% of 340,000 active;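 active = percent activation above the mean of all tested compounds plus 3 SD, cut at about 19% in these data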;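 note: higher means more PKAc released from R1A so a rise in polarization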
Numbers without * were called inactive; i = inactive; . = not tested or not shown.

SMILES	Arr AP2 block	SR-BI DiI-HDL act	SUMO Mot1 rescue	SR-BI HDL uptake	DSG3 Ab inh	MITF TRPM1 HTS	dFosB activator	PKA-R2B activ	NSD2 HMT inh	CDK5 inh	PKA-R1A activ
COC(=O)c1[nH]c2cccc(OC)c2c1NC(=O)CN(C)CC1OCCO1	27	19	10	-19	102	-12	-4	-3	-2	0.4	-6
O=C1N(CN2CCN(c3cccc(Cl)c3)CC2)c2ccccc2C12OCCCO2	4	24	6	-24	100	-6	-1	-1	1	-0.2	4
CCSc1ccc2nnc(-c3cccc(F)c3)n2n1	0	1	11	-1	100	0	-32	-5	2	-1.1	-4
CCn1nc(C)c(NC(=O)CC23CC4CC(CC(C4)C2)C3)c1C	-1	12	2	-12	89	-5	0	-8	-4	-3.9	-11
Cc1ccc2nc(NCCCN3CCOCC3)c(C=NCCCN3CCOCC3)c(=O)n2c1	21	.	.	.	104	25	1	-3	.	1.0	-5
CC(=O)N1c2ccc(S(=O)(=O)N3CCCC(C(=O)Nc4cccc(F)c4)C3)cc2CC1C (configuration not stated)	-2	0	1	0	102	.	5	12	.	0.5	6
Cc1nc2ccc(F)cc2cc1C(=O)Nc1ccc(Cl)c(Cl)c1	.	-19	-5	19	98	-3	6	0	-1	-1.1	1
Cc1nc2ccccn2c1/C(O)=C1\C(=O)C(=O)N(CCN(C)C)C1c1ccco1 (configuration not stated)	-10	13	12	-13	86	12	-7	2	4	0.5	-3
O=C(NCCc1c[nH]c2ccccc12)C(F)(F)C(F)F	2	6	-7	-6	105	3	-2	-4	1	0.4	-5
O=C(CNC(=O)c1ccc2c(c1)OCO2)Nc1ncccc1O	-4	8	7	-8	98	45	3	-4	3	1.5	-6
COCCn1cnc2c1c(=O)n(Cc1c(F)cccc1Cl)c(=O)n2Cc1ccccc1	20	.	11	.	.	4	-9	2	-1	-0.7	7
COc1ccc(OCC(=O)NCCCN2CCOCC2)cc1	6	17	.	-17	.	-2	-7	5	2	2.1	3
CCOC(=O)C1C(=O)NC(c2ccccc2)=NC1c1ccc(Br)cc1 (configuration not stated)	2	4	2	-4	99	-2	-4	12	-4	-0.3	-6
Cc1ccc(CNC(=O)c2cc(-c3cc(C)cc(C)c3O)n[nH]2)cc1	13	.	296	.	100	9	15	-12	1	2.3	-7
COC(=O)C(C(=O)OC)C(CC(=O)c1ccc(Br)cc1)c1ccccc1 (configuration not stated)	4	8	.	-8	127	-8	-4	0	29	0.0	-7
CC(C)(C)S(=O)(=O)c1ccsc1C(=O)O	-1	13	-3	-13	99	-12	0	-3	0	-3.8	6
CCCN(CC(=O)Nc1cccc(Br)c1)CC(=O)Nc1ccc(F)c(F)c1F	14	-21	-2	21	113	-6	2	-14	0	1.1	-10
Cc1ccc(C(=O)CSc2nc3cccnc3n2C)cc1	0	-29	-5	29	99	12	-8	-9	-3	-3.5	-9
CC(C)(C)N(CC#CCC(O)(c1ccccc1)c1ccccc1)CCO	10	4	-21	-4	.	.	-2	-5	22	0.6	9
O=C(CC1CCCC1)Nc1nc2ccccc2[nH]1	-5	4	-2	-4	.	.	-5	1	-2	-1.4	-5
CC(C)Cn1cnc2c(N)nc3ccccc3c21	-6	14	.	-14	.	6	0	-1	.	-1.6	-9
CCOC(=O)c1c(C)sc2c1N(C(C)=O)c1cc(Cl)ccc1S2	-13	-15	5	15	103	9	-10	-4	-1	-0.8	5
COC(=O)[C@]1(C)N[C@H](CN(C)S(=O)(=O)c2ccc(OC)cc2)[C@@H]2C(=O)N(C)C(=O)[C@@H]21	5	11	12	-11	94	-6	-4	-7	.	0.1	-1
COC(=O)N/N=C/c1cn(Cc2ccccc2F)c2ccccc12	-11	-22	-12	22	.	-12	-8	-2	-2	-1.1	8
C=C(C)C(=O)NC1=NN(c2ccccc2)C(=O)C1	32	6	9	-6	118	-6	5	-3	8	-1.6	7
COc1ccc(CCNC(=O)CCC(=O)c2cccs2)cc1OC	-1	4	113	-4	102	4	6	3	0	1.6	0
O=C(O)Cc1ccc(NC(=S)Nc2ccc(Br)cc2Cl)cc1	27	48	163	-48	102	4	-1	-15	-4	-0.6	-9
O=C1N/C(=N/O)S/C1=C/c1cccnc1	-8	10	6	-10	97	7	-6	-3	-1	1.2	0
O=c1cc(N2CCOCC2)[nH]c(=O)n1C1CCCCC1	4	-2	-9	2	97	-3	8	16	-3	-0.3	6
CC(NC(=O)COC(=O)c1ccc[nH]c1=O)c1ccccc1 (configuration not stated)	-6	8	-3	-8	.	-4	1	3	-6	0.1	-2
CC1=NN(C(=O)c2cccc(Cn3nc(C)c([N+](=O)[O-])c3C)c2)C(O)(C(F)(F)F)C1 (configuration not stated)	8	5	-30	-5	98	0	-10	-13	5	-0.5	-4
Cc1oc(-c2cc(F)cc(F)c2)nc1CN1CCSCC1	9	-9	2	9	96	9	0	4	0	0.4	-10
Cc1ccccc1-c1cc(C(=O)NCc2cccc(Br)c2)nn1CC1CC(c2cccc([N+](=O)[O-])c2)=NO1 (configuration not stated)	-2	-34	-10	34	101	-5	7	5	.	-0.1	3
N#Cc1ccc(OCC(=O)NCC2(N3CCCCC3)CCCCC2)cc1	4	4	.	-4	102	4	1	-2	-2	2.5	-1
COC(=O)C1C2C=CC3(CN(C(C)C)C(=O)C13)O2 (configuration not stated)	-8	9	-12	-9	100	-2	-1	-9	.	0.1	-10
COc1ccc(/C=N/NC(=O)c2ccc(COc3cccc4cccnc34)cc2)cc1O	9	.	-5	.	94	3	6	9	-4	1.9	3
CC(C)Oc1ccc(C(=O)N/N=C/c2ccc(-c3ccc(S(=O)(=O)Nc4ncccn4)cc3)o2)cc1	-2	-9	.	9	79	5	-4	-7	19	1.7	-5
CSc1ccccc1NC(=S)Nc1ccccc1C(F)(F)F	4	-2	-17	2	98	-4	2	-4	-2	0.1	0
Cc1ccc(C(CCN(Cc2ccccc2)C(=O)c2ccco2)c2ccco2)cc1 (configuration not stated)	1	-14	-4	14	106	7	-6	-6	-3	-3.1	-13
CCC[N+]1(CC#CC2(O)CCCCC2)CCOCC1	-30	11	60	-11	98	12	-9	-4	0	-0.3	2
COc1ccc(C=O)cc1Cn1ccnc1	18	2	4	-2	105	-5	-5	-1	-1	1.1	-8
Nc1c(C(=O)NCc2cccs2)nnn1CC(=O)Nc1cccc(Cl)c1	99*	1	i	-1	86	-2	21*	-4	-1	0.2	2
COc1ccc(-c2nc3ccccc3c(=O)o2)cc1OC	9	-2	-3	2	99	-3	-40	12	-1	-0.8	-1
Cc1cc2cccc(C)c2nc1SCC(=O)NNC(=O)c1ccco1	-4	-11	4	11	99	-9	5	-1	-2	1.0	-8
Cc1occc1C(=O)Nc1sccc1C(N)=O	7	4	4	-4	.	-1	-11	-6	0	-5.3	3
COC(=O)c1cc2ccsc2n1Cc1ccccc1F	-4	10	-1	-10	97	38	2	-3	0	1.4	-11
COc1ccc(C2CC(=O)Oc3c(C(C)C)ccc(C)c32)cc1 (configuration not stated)	44	-1	.	1	108	-2	-10	-3	.	2.2	-4
Cn1c(CCCOc2ccc(Cl)cc2Cl)nnc1SCC(=O)Nc1nccs1	-1	-6	-2	6	105	28	8	20*	-2	0.4	-1
COc1cc(CCC(=O)N2CCN(c3ccccc3)CC2)cc(OC)c1OC	6	-5	-3	5	.	2	3	2	-6	-9.0	-7
Cc1ccc(C(=O)Nc2nnc(CC(=O)N/N=C/c3ccc(O)c(O)c3)s2)cc1	-22	-10	-13	10	86	7	13	-12	6	0.7	-9
CC(=O)N(C(C)=O)S(=O)(=O)c1ccc(N=NN2CCCCC2)cc1	4	11	-5	-11	107	-10	-7	-8	-2	-2.8	-3
CN1CCN(CCC(=O)Nc2ccccc2Cl)CC1	1	47	-9	-47	.	2	-2	1	12	0.2	-10
CCOc1ncccc1C(=O)Nc1nnc(C2CC2)s1	-10	-5	-5	5	104	-3	-19	-13	0	-2.8	0
COc1ccc(NC(=O)CN(C)CC(=O)Nc2cccc(S(=O)(=O)N(C)c3ccccc3)c2)cc1	-2	-30	-7	30	88	-10	-8	-5	30	-0.2	-11
COc1ccc(/C=N/NC(=O)CC(=O)NCCc2ccccc2)cc1OC	5	-10	-20	10	.	.	-7	-13	0	-2.1	6
Cc1cccc(C(=O)NCCCNC(=O)c2ccco2)c1	-10	.	-12	.	110	1	0	7	-2	-0.5	1
CC(C)c1ccc(S(=O)(=O)N2CCN(C(=O)C3CCN(C(=O)c4ccc(F)cc4)CC3)CC2)cc1	-6	11	32	-11	107	-24	-1	3	13	0.0	7
Cc1ccc2[nH]c3nc(SCCN4CCOCC4)nnc3c2c1	1	29	-5	-29	101	.	1	-1	.	0.2	-8
N/C(=N\OC(=O)c1ccccc1[N+](=O)[O-])c1cccnc1	17	21	-10	-21	98	-2	7	-12	-1	1.2	-14
CSCCC(NC(=O)c1ccco1)c1nc2ccccc2[nH]1 (configuration not stated)	6	8	0	-8	111	0	6	-10	7	.	-11
CCc1ccc(NC(=S)N(CCN(C)C)C(C)c2ccncc2)cc1 (configuration not stated)	-5	.	2	.	90	0	-8	0	4	0.1	1
Cc1cc(C(=O)Cn2c(CO)nc3ccccc32)c(C)n1C	-9	1	160	-1	99	2	-3	0	4	0.3	-1

Compound activity (PubChem BioAssay)
